Screens deposited in PubChem BioAssay by National Center for Advancing Translational Sciences (NCATS).
Giardia killer = kills Giardia lamblia. Giardia lamblia trophozoite viability. activity change, % at 7.66 µM, hits read low. 340,000 tested, 0.15% active; in the data active = activity change below about -80%; inconclusive = between about -30% and that limit;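 also: parasites exposed to compound for two days anaerobically before the ATP read; % is scaled to controls: 0 for no effect and ±100 for the full control effect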
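Luminescence from cellular ATP indicates surviving trophozoites (100 cells/well) following 48 hrs anaerobic compound treatment at 37 deg C; signal develops 15-30 min at room temperature.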
NPC1 prom act = NPC1 promoter activation. 320,000 tested, 2.4% active. AID 485313. Huh7 NPC1 promoter luciferase reporter, 24 h. Potency, µM (doses to about 9.22 µM), inactives show at the highest dose activation, most hits filed as activators;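 also: potency is read from the fitted curve at half-maximal effect; % of control where 0% means no effect; nearly all actives have a fitted effect of over 60% in size; reporter is driven by a mutant NPC1 promoter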
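Luminescence from an NPC1 promoter-driven luciferase reporter in stably transfected Huh7 cells was measured after 24 h compound treatment at 37 °C, followed by 10 min ambient incubation with luciferase detection reagent.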
Coupling enz = inhibits coupling enzyme system, counter-screen for aldolase hits. coupling enzyme system counterscreen, AmpLite Red fluorescence. activity change, negative = inhibition, % at 58.2 µM, hits read low. 290,000 tested, 0.67% active; in the data active = activity change below about -30%; also: % is scaled to controls: 0 for no effect and ±100 for the full control effect
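First, compound is pin-transferred into glyceraldehyde-3-phosphate coupling-enzyme reagent at 57.5 uM final and held 10 min at RT. Next, substrate, coupling system and AmpLite Red are added. After 20 min RT, fluorescence (525/598 nm) is read.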
Rab9 promoter act = Rab9 promoter activation. Huh7 Rab9 promoter-luciferase reporter, luminescence, 24 h. Potency, µM (top dose mostly 9.22 µM), for the others: at the top dose activation, negative = inhibition, hits mostly activators. 320,000 tested, 2.8% active. AID 485297; also: potency is read from the fitted curve at half-maximal effect; % of control where 0% means no effect; nearly all actives have a fitted effect of over 60% in size
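Cells were plated at 1500 per well in reduced-serum medium with 10% FBS and left 2 h. Compound in DMSO was then added for 24 h at 37 °C. Reporter signal was read by luminescence after 10 min with luciferase detection reagent.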
KCNH2 3.1 inh = KCNH2 3.1 (human) potassium channel inhibition; U2OS KCNH2 3.1, thallium flux FluxOr; stronger effect = lower value; activity change, % (tested at about 1.8 µM); 340,000 tested, 0.95% active;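 active = maximum activity change below -70%; inconclusive = maximum activity change from -70% to -50%; inactive = maximum activity change above -50%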;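 also: thallium influx rate constant from kinetic fluorescence after stimulation buffer; % is scaled to controls: 0 for no effect and ±100 for the full control effect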
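Channel expression came from 3.1 mutant virus (1.77 x 10^8 /mL) applied to suspended U2OS cells for 4 h. Flux was tracked with FluxOr dye plus Red40 quencher, and kinetic rate constants normalized to controls.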
VP16 counter = counter-screen for ROR gamma inhibitors: Gal4-VP16 reporter; Potency, µM (doses to about 53.6 µM), inactives show top-dose activity, negative = inhibition, usual class: inhibitors; Drosophila S2 Gal4-VP16 UAS-luciferase, luminescence, 20 h; 310,000 tested, 3.5% active; AID 2546;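 also: Gal4-VP16 expression switched on by copper sulfate through the metallothionein promoter; potency is read from the fitted curve at half-maximal effect; % is scaled to controls: 0 for no effect and ±100 for the full control effect; nearly all actives have a fitted effect of over 50% in size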
uPA surface inh = inhibitors of cell surface uPA generation | cell surface uPA generation assay, qHTS | Potency, µM (doses to about 38.3 µM), for inactives: top-dose activity change, negative = inhibition, most hits filed as inhibitors | 330,000 tested, 0.31% active | AID 540303; active = well fitted inhibition curve with a large enough effect; inconclusive = small, poorly fitted or top-dose-only effect; inactive = no such curve, though single readings can be large or run the other way; tested in mouse RAW 264.7 cells; also: potency is read from the fitted curve at half-maximal effect; % is scaled to controls: 0 for no effect and ±100 for the full control effect; nearly all actives have a fitted effect of over 55% in size
ELG1 genotoxic = induces genotoxicity in HEK293T cells with luciferase-tagged ELG1. HEK293T ELG1-luciferase reporter, luminescence, 16 h. Potency, µM (series often up to 46 µM), for the others: top-dose activity change, positive = activation, usual class: activators. 330,000 tested, 1.3% active. AID 504466; also: potency is read from the fitted curve at half-maximal effect; % of control where 0% means no effect; nearly all actives have a fitted effect of over 60% in size
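Step 1: seed 2,000 HEK293T ELG1-luciferase cells per well. Step 2: add compound or DMSO, incubate 16 hr at 37 °C. Step 3: ONE-Glo, 30 min at room temperature, read luminescence.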
RORgamma inh = blocks mouse ROR gamma transcriptional activity; Drosophila S2 Gal4-RORgamma UAS-luciferase reporter, 20 h; Potency, µM (series often up to 53.6 µM), inactives show at the top dose activity change, negative = inhibition, most hits filed as inhibitors; 310,000 tested, 5.4% active; AID 2551; also: potency is read from the fitted curve at half-maximal effect; % is scaled to controls: 0 for no effect and ±100 for the full control effect; nearly all actives have a fitted effect of over 60% in size
Target sequence (P51450 whole entry, looked up, the tested form may be a part): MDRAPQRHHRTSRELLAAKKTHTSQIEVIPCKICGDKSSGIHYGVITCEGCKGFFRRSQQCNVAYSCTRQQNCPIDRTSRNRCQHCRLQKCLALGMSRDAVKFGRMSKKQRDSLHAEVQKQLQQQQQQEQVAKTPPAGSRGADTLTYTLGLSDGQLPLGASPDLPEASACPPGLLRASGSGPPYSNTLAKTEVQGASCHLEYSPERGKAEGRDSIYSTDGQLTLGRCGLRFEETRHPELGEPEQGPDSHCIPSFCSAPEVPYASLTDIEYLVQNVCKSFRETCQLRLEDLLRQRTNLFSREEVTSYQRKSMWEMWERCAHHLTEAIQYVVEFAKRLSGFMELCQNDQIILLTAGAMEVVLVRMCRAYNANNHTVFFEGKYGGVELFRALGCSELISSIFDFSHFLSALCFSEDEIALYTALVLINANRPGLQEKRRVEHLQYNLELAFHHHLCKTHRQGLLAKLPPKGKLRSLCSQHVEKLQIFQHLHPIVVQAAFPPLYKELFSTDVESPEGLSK
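Read-out: Photinus luciferase luminescence; inhibitors lower reporter signal. Insect Schneider cells with Gal4-ROR gamma fusion under metallothionein promoter, UAS reporter; 700 uM final copper sulfate induction, 20 hr, ambient temperature.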
Tb PFK inh = inhibitors of T. brucei phosphofructokinase | O15648 | T. brucei PFK, ADP-Glo luminescence | Potency, µM (top dose mostly 57.5 µM), without a hit: at the top dose activity, negative = inhibition, actives largely listed as inhibitors | 330,000 tested, 0.17% active;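 also: potency is read from the fitted curve at half-maximal effect; 0% = uninhibited 1x PFK enzyme wells and -100% = no-enzyme wells; nearly all actives have a fitted effect of over 60% in size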
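In TEA buffer at pH 8.0 with 5 mM MgCl2, enzyme (1.25 nM) converted F6P (0.5 mM) and ATP (0.1 mM) for 45 min at room temperature. ADP product was read by luciferase luminescence.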
FLuc modulator = counter-screen for miR-21 project: firefly luciferase inhibitors or activators; purified FLuc, Km substrates, luminescence inhibition; Potency, µM (titrated, usually from 57.5 µM), inactives show at the highest dose activity change, negative = inhibition, usual class: inhibitors; 360,000 tested, 6.9% active; AID 588342;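 also: potency is read from the fitted curve at half-maximal effect; plate controls were vehicle for no effect and reference inhibitor for full effect; nearly all actives have a fitted effect of over 55% in size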
Target sequence (P08659 whole entry, looked up): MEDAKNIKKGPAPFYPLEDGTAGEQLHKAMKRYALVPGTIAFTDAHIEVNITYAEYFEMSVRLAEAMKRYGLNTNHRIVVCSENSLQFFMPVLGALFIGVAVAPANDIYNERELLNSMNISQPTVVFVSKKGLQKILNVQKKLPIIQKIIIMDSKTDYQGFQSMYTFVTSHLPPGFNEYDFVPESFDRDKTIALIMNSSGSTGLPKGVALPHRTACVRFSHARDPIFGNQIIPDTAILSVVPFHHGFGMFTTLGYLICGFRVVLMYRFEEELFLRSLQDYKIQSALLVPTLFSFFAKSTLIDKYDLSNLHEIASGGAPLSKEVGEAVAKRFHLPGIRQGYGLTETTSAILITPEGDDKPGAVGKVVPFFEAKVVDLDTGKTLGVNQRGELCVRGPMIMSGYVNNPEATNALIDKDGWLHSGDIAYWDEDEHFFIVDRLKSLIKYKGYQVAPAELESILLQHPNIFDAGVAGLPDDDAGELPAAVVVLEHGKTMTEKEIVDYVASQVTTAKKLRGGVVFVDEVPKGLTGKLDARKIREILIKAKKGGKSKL
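Purified P. pyralis luciferase, 10 nM final, with Km-level 10 uM D-luciferin and 10 uM ATP in 50 mM Tris acetate pH 7.5, 10 mM Mg acetate, 0.01% Tween-20, 0.05% BSA; 6-point qHTS titration about 60 µM downward; luminescence read.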
Numbers without * were called inactive; [ ] = another dose, or the depositor's remark. Unless noted, calls follow the shape of the dose curve; as a rule, active = well fitted curve in the direction sought with a large enough effect; inconclusive = small, poorly fitted or top-dose-only effect, or another doubt; inactive = no such curve, though single readings can be large; an effect the other way counts as inactive or inconclusive.

What do the screens show for `CCCCS(=O)(=O)CC(COc1ccccc1)OC(=O)c1ccccc1` (stereo not given)?
Giardia killer: 1; NPC1 prom act: 4%; Coupling enz: -3; Rab9 promoter act: 0%; KCNH2 3.1 inh: -9; VP16 counter: 0%; uPA surface inh: -5%; ELG1 genotoxic: -5%; RORgamma inh: 22%; Tb PFK inh: -3%; FLuc modulator: -4%

How did COCCCn1c(C(=O)NCCN2CCOCC2)cc2c(=O)n3cccc(C)c3nc21 do in these assays?
Giardia killer: -3; NPC1 prom act: 1%; Coupling enz: 0; Rab9 promoter act: 13%; VP16 counter: 1%; uPA surface inh: -9%; ELG1 genotoxic: -6%; RORgamma inh: -11%; Tb PFK inh: -12%; FLuc modulator: 1%

What do the screens show for `Cc1ccc(C(=O)NCC(=O)Nc2ccncc2)cc1C`?
Giardia killer: -11; NPC1 prom act: -2%; Coupling enz: 3; Rab9 promoter act: 1%; KCNH2 3.1 inh: 1; VP16 counter: -17%; uPA surface inh: 1%; ELG1 genotoxic: -4%; RORgamma inh: 35%; Tb PFK inh: -4%; FLuc modulator: -7%

Results for O=C(C1CCC(=O)N(C2CC2)C1)N1CCC(Oc2ccccc2F)CC1 (stereo not given) ?
Giardia killer: 20; NPC1 prom act: -5%; Coupling enz: 4; Rab9 promoter act: 4%; VP16 counter: -7%; uPA surface inh: 0%; ELG1 genotoxic: -3%; RORgamma inh: -1%; Tb PFK inh: -1%; FLuc modulator: 0%

Results for O=C(O)Cc1c[nH]c2ccc(O)cc12 ?
Giardia killer: 4; NPC1 prom act: 7%[46.1 µM]; Rab9 promoter act: -3%[46.1 µM]; KCNH2 3.1 inh: 7; uPA surface inh: inconclusive

How did COc1cccc(/C=C2/C(=O)NN(c3ccc(C)c(C)c3)C2=O)c1 do in these assays?
Giardia killer: -20; NPC1 prom act: 3%; Coupling enz: 4; Rab9 promoter act: -1%; VP16 counter: 0%; uPA surface inh: 5%; ELG1 genotoxic: 13%; RORgamma inh: 13%; Tb PFK inh: -1%; FLuc modulator: inconclusive

Results for O=C(CN1C(=O)C2CCCCC2C1=O)NC1CCCc2ccccc21 (stereo not given) ?
Giardia killer: -9; NPC1 prom act: -2%; Rab9 promoter act: 0%; KCNH2 3.1 inh: 21; uPA surface inh: 6%; ELG1 genotoxic: -1%; Tb PFK inh: -2%; FLuc modulator: -2%

What do the screens show for `O=C(NCCCn1ccnc1)C(Cc1ccccc1)N1C(=O)c2ccccc2C1=O` (stereo not given)?
Giardia killer: 12; NPC1 prom act: 7%; Coupling enz: 0; Rab9 promoter act: 0%; KCNH2 3.1 inh: -8; VP16 counter: 1%; uPA surface inh: -1%; ELG1 genotoxic: 0%; RORgamma inh: 12%[10 µM]; Tb PFK inh: -12%; FLuc modulator: -1%

How did CCOC(=O)C1CCN(C(=O)COC(=O)c2c(C)c(CC)nc3ccccc23)CC1 do in these assays?
Giardia killer: -4; KCNH2 3.1 inh: 4; uPA surface inh: -6%; ELG1 genotoxic: -8%; Tb PFK inh: 8%

Results for CCOc1cc(N2CCOCC2)c(OCC)cc1NC(=O)CN1CCC(Cc2ccccc2)CC1 ?
Giardia killer: 0; NPC1 prom act: 1%; Coupling enz: 0; Rab9 promoter act: inconclusive; KCNH2 3.1 inh: 31; VP16 counter: 6%; uPA surface inh: -7%; ELG1 genotoxic: -5%; RORgamma inh: -18%; Tb PFK inh: 0%; FLuc modulator: 0%

Results for Cc1cc(C)nc(-n2nc(C)cc2NC(=O)c2ccc(F)cc2F)n1 ?
Giardia killer: 3; NPC1 prom act: -8%; Coupling enz: 8; Rab9 promoter act: -4%; KCNH2 3.1 inh: 1; VP16 counter: 3.2µM*; uPA surface inh: -10%; ELG1 genotoxic: 0%; RORgamma inh: 0.18µM*; Tb PFK inh: -2%; FLuc modulator: -1%

What do the screens show for `Cc1c(N2C(=O)c3ccc(Br)cc3C2=O)c(=O)n(-c2ccccc2)n1C`?
Giardia killer: 12; NPC1 prom act: 3%; Coupling enz: 4; Rab9 promoter act: 2%; KCNH2 3.1 inh: 1; VP16 counter: inconclusive; uPA surface inh: -3%; ELG1 genotoxic: -1%; RORgamma inh: 5%; Tb PFK inh: 1%; FLuc modulator: -1%

What do the screens show for `CC1(C)CC(=O)C(C2=NC3(CCCCC3)Cc3ccccc32)=C(O)C1`?
Giardia killer: -4; NPC1 prom act: -3%; Coupling enz: 2; Rab9 promoter act: 1%; KCNH2 3.1 inh: 8; VP16 counter: -1%; uPA surface inh: 2%; ELG1 genotoxic: 1%; RORgamma inh: 33%; Tb PFK inh: 4%; FLuc modulator: 0%

Results for COC(=O)C1(S(=O)(=O)c2cc(Br)cc3c2N(C(C)=O)CC3)CC1 ?
Giardia killer: -13; NPC1 prom act: -1%; Coupling enz: 0; Rab9 promoter act: -4%; KCNH2 3.1 inh: 8; VP16 counter: -3%; uPA surface inh: -2%; ELG1 genotoxic: 1%; RORgamma inh: -1%; Tb PFK inh: 2%; FLuc modulator: -1%

What do the screens show for `COCCNC(=O)CN(c1ccc(F)cc1)S(=O)(=O)c1ccc2c(c1)OCCO2`?
Giardia killer: -2; NPC1 prom act: -2%; Coupling enz: 2; Rab9 promoter act: -1%; KCNH2 3.1 inh: 5; VP16 counter: 8%; uPA surface inh: -1%; ELG1 genotoxic: -1%; RORgamma inh: 0%; Tb PFK inh: -7%; FLuc modulator: 0%

Results for Cc1ccc(N2C(=O)CC(N3CCN(C4CCc5ccccc5C4)CC3)C2=O)cc1 (stereo not given) ?
Giardia killer: -11; NPC1 prom act: 1%; Coupling enz: -1; Rab9 promoter act: 1%; KCNH2 3.1 inh: inconclusive; VP16 counter: -1%; uPA surface inh: 1%; ELG1 genotoxic: -1%; RORgamma inh: 2%; Tb PFK inh: 11%; FLuc modulator: 1%

How did CCOC(=O)CSc1ccc(S(=O)(=O)N2CCCC2)cc1[N+](=O)[O-] do in these assays?
Giardia killer: 1; NPC1 prom act: 0%; Coupling enz: -1; Rab9 promoter act: -4%; KCNH2 3.1 inh: -15; VP16 counter: 3%; uPA surface inh: 3%; ELG1 genotoxic: 4%; RORgamma inh: 1%; Tb PFK inh: -2%; FLuc modulator: -2%

What do the screens show for `Cc1ccc(S(=O)(=O)Nc2ccc(O)c3ccccc23)c(C)c1`?
Giardia killer: -9; NPC1 prom act: -15%; Coupling enz: -19; Rab9 promoter act: 5%; KCNH2 3.1 inh: -5; VP16 counter: -17%; uPA surface inh: 4%; ELG1 genotoxic: -5%; RORgamma inh: -42%; Tb PFK inh: -12%; FLuc modulator: -20%

What do the screens show for `C[C@H](CO)N1C[C@H](C)[C@@H](CN(C)C(=O)Nc2ccc3c(c2)OCO3)Oc2c(NC(=O)c3ccncc3)cccc2C1=O`?
Giardia killer: -23; KCNH2 3.1 inh: -17; uPA surface inh: 7%; ELG1 genotoxic: -2%; Tb PFK inh: 6%

How did CNc1sc(C(=O)c2cccs2)c(N)c1-c1nc2ccccc2s1 do in these assays?
Giardia killer: 3; NPC1 prom act: 4µM*; Coupling enz: -1; Rab9 promoter act: 2.8µM*; KCNH2 3.1 inh: 2; VP16 counter: 4µM*; uPA surface inh: -3%; ELG1 genotoxic: inconclusive; RORgamma inh: inconclusive; Tb PFK inh: 1%; FLuc modulator: 2.7µM*

What do the screens show for `COc1ccc(Cl)cc1NC(=O)c1noc(C)c1[N+](=O)[O-]`?
Giardia killer: 18; NPC1 prom act: 1%; Rab9 promoter act: -2%; KCNH2 3.1 inh: -8; VP16 counter: inconclusive; uPA surface inh: inconclusive; ELG1 genotoxic: 0%; RORgamma inh: inconclusive; Tb PFK inh: 0%; FLuc modulator: -1%

How did CC(C)C(NS(=O)(=O)c1ccccc1)C(=O)N1CCN(C(=O)c2ccco2)CC1 (stereo not given) do in these assays?
Giardia killer: 9; NPC1 prom act: 1%; Rab9 promoter act: 0%; KCNH2 3.1 inh: -5; VP16 counter: 5%; uPA surface inh: 8%; ELG1 genotoxic: 9%; RORgamma inh: -11%; Tb PFK inh: -1%; FLuc modulator: 0%

A portion from the list above, as a working copy:
What do the screens show for `C[C@H](CO)N1C[C@H](C)[C@@H](CN(C)C(=O)Nc2ccc3c(c2)OCO3)Oc2c(NC(=O)c3ccncc3)cccc2C1=O`?
Giardia killer: -23; KCNH2 3.1 inh: -17; uPA surface inh: 7%; ELG1 genotoxic: -2%; Tb PFK inh: 6%

How did CNc1sc(C(=O)c2cccs2)c(N)c1-c1nc2ccccc2s1 do in these assays?
Giardia killer: 3; NPC1 prom act: 4µM*; Coupling enz: -1; Rab9 promoter act: 2.8µM*; KCNH2 3.1 inh: 2; VP16 counter: 4µM*; uPA surface inh: -3%; ELG1 genotoxic: inconclusive; RORgamma inh: inconclusive; Tb PFK inh: 1%; FLuc modulator: 2.7µM*
